M1 PAM = human CHRM1 positive allosteric modulation; CHO-K1 hM1, Fluo-8 calcium fluorescence, ACh EC20; 0% = ACh EC20, 100% = maximal ACh; activation, % at 3 µM; 360,000 tested, 0.088% active; AID 588819; in the data active = activation above about 19%, passing the limit was not always enough
M4 antag = antagonists of human muscarinic M4 receptor (CHRM4). AID 624125. P08173. 360,000 tested, 0.73% active. CHO-hM4 cells, ACh EC80, Fluo-8 calcium fluorescence. inhibition, % at 3 µM;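 active = inhibition above its plate's cutoff, the mean inhibition of sample wells plus 3 SD, cut at about 27% in these data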;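 note: 0% = acetylcholine EC80 with DMSO and 100% = DMSO without agonist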
Target sequence (P08173 whole entry, looked up): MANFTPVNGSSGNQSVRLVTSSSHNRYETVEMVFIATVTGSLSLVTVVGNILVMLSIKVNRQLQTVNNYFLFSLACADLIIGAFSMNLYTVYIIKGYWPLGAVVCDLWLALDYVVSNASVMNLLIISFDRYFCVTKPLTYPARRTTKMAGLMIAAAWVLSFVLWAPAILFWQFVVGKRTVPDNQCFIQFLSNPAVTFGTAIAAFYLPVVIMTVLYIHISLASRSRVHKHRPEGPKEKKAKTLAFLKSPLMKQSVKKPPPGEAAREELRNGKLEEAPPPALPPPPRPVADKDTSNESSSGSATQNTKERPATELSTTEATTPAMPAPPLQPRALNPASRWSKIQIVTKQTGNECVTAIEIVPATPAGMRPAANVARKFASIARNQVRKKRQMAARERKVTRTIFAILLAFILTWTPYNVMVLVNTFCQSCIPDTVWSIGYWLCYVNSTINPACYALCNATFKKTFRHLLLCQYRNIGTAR
CHRM1 antagonist = human CHRM1 antagonism; P11229; CHO-K1 hM1, Fluo-8 calcium fluorescence, ACh EC80 antagonist; inhibition, % at 3 µM; 360,000 tested, 1.3% active; AID 588852;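 active = percent inhibition above its own plate's cutoff, namely the mean of that plate's compound wells plus 3 SD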;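 note: peak over basal fluorescence ratio during 140 s after agonist addition; 0% = ACh EC80 plus DMSO and 100% = DMSO alone without agonist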
M4 PAM = CHRM4 positive allosteric modulation; P08173; CHO-K1 hM4/Gqi5, Fluo-8 calcium fluorescence, ACh EC20; 0% = ACh EC20, 100% = maximal ACh; activation, % at 3 µM; 360,000 tested, 0.4% active;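 active = activation above its plate's cutoff, the mean activation of sample wells plus 3 SD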; note: some results filed as inactive read as strong as hits
CHRM5 PAM = CHRM5 positive allosteric modulation | AID 624038 | 360,000 tested, 0.3% active | P08912 | activation, % at 3 µM | CHO-K1 hM5, Fluo-8 calcium, ACh EC20 PAM; 0% = ACh EC20, 100% = ACh EC100;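 active = activation above the run cutoff, the mean activation of all test compounds plus 3 SD, cut at about 18% in these data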
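Assay system: CHO-K1 hM5 cells / Incubation: Fluo-8 loading 80 min at 37 °C plus 30 min room temperature / Technique: Fluo-8 calcium dye fluorescence, kinetic read / Repeats: single replicate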
M5 ag = agonists of human muscarinic M5 receptor (CHRM5); P08912; CHO-K1 hM5 cells, Fluo-8 calcium fluorescence; 0% DMSO wells, 100% maximal acetylcholine response; activation, % at 3 µM; 360,000 tested, 0.19% active;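 active = activation above the run's mean over test compounds plus 3 SD, cut at about 23% in these data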;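 note: signal is peak over basal fluorescence ratio across the kinetic read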
M5 antag = antagonists of human muscarinic M5 receptor (CHRM5); AID 624040; 360,000 tested, 0.59% active; inhibition, % at 3 µM; CHO-hM5 cells, Fluo-8 calcium fluorescence, ACh EC80; P08912;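 active = inhibition above a per-plate cutoff, the mean of that plate's test compounds plus 3 SD, cut at about 27% in these data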;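 note: 0% = acetylcholine EC80 with DMSO and 100% = DMSO without agonist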
CRFR2-BP ag = CRF-BP/CRF-R2 complex agonism; HEK293 CRF-R2/CRF-BP, calcium dye fluorescence (FLIPR); percent of saturating CRF peptide response; activation, % at 13.2 µM; 350,000 tested, 0.46% active; AID 588473;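 active = activation of at least 50%, plus an integration ratio under a set limit after plate pattern correction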;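 note: plate controls were neutral control wells without compound for no effect and CRF at EC100 for full effect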
CHRM4 agonist = CHRM4 agonism in calcium assay; P08173; CHO-K1 hM4/Gqi5, Fluo-8 calcium fluorescence; vehicle 0%, full acetylcholine response 100%; activation, % at 3 µM; 360,000 tested, 0.14% active; AID 624127;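 active = activation above the run mean over all test wells plus 3 SD, cut at about 32% in these data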;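 note: peak over basal fluorescence ratio per well then scaled between controls; 0% = DMSO wells and 100% = acetylcholine at EC100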
* hit, by the source's call; x = not tested or not shown. Hits appear at their usual frequency; 2.8% or so of the library scored in one or more.

SMILES	M1 PAM	M4 antag	CHRM1 antagonist	M4 PAM	CHRM5 PAM	M5 ag	M5 antag	CRFR2-BP ag	CHRM4 agonist
Cc1cc(N(CCO)CCO)ccc1N=Nc1cc(F)ccc1F	2	3	8	-15	-10	3	9	-3.8	16
Cc1cc(C(F)(F)F)n2nc(-c3cccs3)cc2n1	4	-3	-5	7	-1	-4	9	3.7	0
Cc1cc2cc3c(cc2nc1SCC(=O)O)OCCO3	8	7	-2	5	1	1	6	-2.9	1
Cc1cc(N2C(=O)C3C4C=CC(C4)C3C2=O)no1 (stereo not drawn)	3	-1	-9	-1	1	1	-1	-1.1	0
CCc1c(C)nc(SCCOc2ccc(OC)cc2)[nH]c1=O	2	-2	-9	-4	-8	4	1	1.0	5
O=C(c1ccc(-n2cncn2)c([N+](=O)[O-])c1)N1CCN(S(=O)(=O)c2ccc(F)c(F)c2)CC1	7	-8	-2	1	1	0	9	-2.9	3
O=C(Nc1ccc(-c2csc(Nc3ccc(Cl)cc3)n2)cc1)c1cc([N+](=O)[O-])cc(C(F)(F)F)c1	8	-2	-8	9	3	1	6	0.4	2
CC1Cc2ccccc2N1C(=O)C1CCCN(S(=O)(=O)c2cccc3cccnc23)C1 (stereo not drawn)	-5	-3	-5	-6	-11	3	0	-1.2	11
CC1CC(C)CN(c2nc(N(C)c3ccccc3)nc(N)c2[N+](=O)[O-])C1 (stereo not drawn)	4	-6	-9	-5	2	-3	6	0.2	-1
CC(C)(C)C(=O)NNC(=O)c1cnccn1	5	-4	-10	2	7	-1	-1	6.8	0
Cc1ccc(-c2cc(-c3ccccc3)no2)c(O)c1	-5	-7	5	-2	-5	-3	10	-1.9	0
COCCN1Cc2cc3cc(C)ccc3nc2SC1=Nc1ccc(OC)cc1	1	-5	-10	-5	-4	-9	13	-2.5	0
O=C(COc1ccc(F)c(Cl)c1)c1ccc[nH]1	0	3	-2	3	-7	-7	3	1.6	2
CCc1nc(C)cn1S(=O)(=O)c1cc(Br)ccc1OC	12	-7	-10	15	11	2	-11	-2.0	1
COc1ccccc1/C=C1\NC(=S)N(CC2CCCO2)C1=O (stereo not drawn)	-1	5	-5	1	-9	3	11	-0.1	4
O=C(NCc1ccco1)c1cccn2c(=O)c3c4c(sc3nc12)CCCC4	-3	-2	5	2	-4	-1	2	-6.2	1
Cc1ccc(-c2nc3c(c(=O)c4ccccc4n3C)c(=O)n2-c2ccccc2)cc1	-3	6	2	-2	-1	-1	-3	23	1
Cc1ccnc(NC(=O)c2cccc(S(=O)(=O)N3CCOCC3)c2)c1	-1	6	1	-1	-4	-4	4	-0.1	0
CCCn1c(SCC(=O)NC2CCCCC2)nnc1-c1cccnc1	-8	6	15	-1	-5	-4	24	-0.8	0
COC(=O)c1ccc(Cn2nc(C(F)(F)F)cc2C)cc1	5	-1	-7	-2	-2	-1	-3	-0.3	0

Arranged by number of heavy atoms (ascending): part of the list above.
SMILES	M1 PAM	M4 antag	CHRM1 antagonist	M4 PAM	CHRM5 PAM	M5 ag	M5 antag	CRFR2-BP ag	CHRM4 agonist
CC(C)(C)C(=O)NNC(=O)c1cnccn1	5	-4	-10	2	7	-1	-1	6.8	0
O=C(COc1ccc(F)c(Cl)c1)c1ccc[nH]1	0	3	-2	3	-7	-7	3	1.6	2
Cc1ccc(-c2cc(-c3ccccc3)no2)c(O)c1	-5	-7	5	-2	-5	-3	10	-1.9	0
CCc1nc(C)cn1S(=O)(=O)c1cc(Br)ccc1OC	12	-7	-10	15	11	2	-11	-2.0	1
COC(=O)c1ccc(Cn2nc(C(F)(F)F)cc2C)cc1	5	-1	-7	-2	-2	-1	-3	-0.3	0
COc1ccccc1/C=C1\NC(=S)N(CC2CCCO2)C1=O (stereo not drawn)	-1	5	-5	1	-9	3	11	-0.1	4
Cc1ccnc(NC(=O)c2cccc(S(=O)(=O)N3CCOCC3)c2)c1	-1	6	1	-1	-4	-4	4	-0.1	0
O=C(NCc1ccco1)c1cccn2c(=O)c3c4c(sc3nc12)CCCC4	-3	-2	5	2	-4	-1	2	-6.2	1
COCCN1Cc2cc3cc(C)ccc3nc2SC1=Nc1ccc(OC)cc1	1	-5	-10	-5	-4	-9	13	-2.5	0
Cc1ccc(-c2nc3c(c(=O)c4ccccc4n3C)c(=O)n2-c2ccccc2)cc1	-3	6	2	-2	-1	-1	-3	23	1
CC1Cc2ccccc2N1C(=O)C1CCCN(S(=O)(=O)c2cccc3cccnc23)C1 (stereo not drawn)	-5	-3	-5	-6	-11	3	0	-1.2	11

Following part:
SMILES	M1 PAM	M4 antag	CHRM1 antagonist	M4 PAM	CHRM5 PAM	M5 ag	M5 antag	CRFR2-BP ag	CHRM4 agonist
N#Cc1c(SCc2ccccc2)nc(N2CCOCC2)c2c1CCCC2	-4	0	-6	5	6	-5	-2	2.8	-1
CC(C(=O)NC1CCCC1)N(C(=O)Cn1nnc(-c2ccc(F)cc2)n1)c1ccccc1F (stereo not drawn)	-7	22	22	-15	-10	2	20	-1.1	19
CCOC(=O)c1csc(NC(=O)CN2CCN(C)CC2)n1	-19	13	24	-1	-4	-9	7	4.5	1
COc1cc(Cl)ccc1OC1(C)CCN(Cc2c(F)cccc2F)C1 (stereo not drawn)	0	-23	-9	-1	-4	-3	6	x	1
COC(=O)c1sccc1NC(=O)CSc1cccc(Cl)c1Cl	-6	2	6	-5	-5	-7	6	4.9	1
COc1ccc(C/C(C)=N/NC(=S)Nc2ccccc2F)cc1	7	2	-6	-3	0	-7	-2	-0.2	1
Cc1ccc(-n2c3c(c(=O)[nH]c2=O)C(C(F)(F)F)(C(F)(F)F)NC(=O)N3)cc1	3	13	-11	3	0	-1	-3	-0.8	0

Screening data as filed in PubChem.
